Screening data: PubChem, several laboratories
M. tuberculosis GlmU – inhibition of mycobacterial GlmU enzyme – biochemical, glucosamine-1-phosphate acetyltransferase (AID 1376); M. tuberculosis GlmU acetyltransferase enzyme assay; higher % means a stronger effect; inhibition, %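 (tested at 30 µM in the primary screen)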, or IC50 in µM where a hit was titrated; 0.25% of 220,000 active; in the data active = inhibition above about 13%;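 also: 0% = complete reaction with vehicle and 100% = reaction without substrate; strong numbers were not always called active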
Mtb RmlCD inh – blocks M. tuberculosis RmlC and RmlD coupled enzymes; P9WH09+P9WH11; RmlC+RmlD coupled enzyme assay, percent inhibition; primary screen in compound mixtures; inhibition, % at 3.6 µM; 0.03% of 160,000 active; in the data active = inhibition mostly above about 34%, no sharp cut-off; also: some results filed as inactive read as strong as hits
Target sequence (P9WH09 whole entry, looked up): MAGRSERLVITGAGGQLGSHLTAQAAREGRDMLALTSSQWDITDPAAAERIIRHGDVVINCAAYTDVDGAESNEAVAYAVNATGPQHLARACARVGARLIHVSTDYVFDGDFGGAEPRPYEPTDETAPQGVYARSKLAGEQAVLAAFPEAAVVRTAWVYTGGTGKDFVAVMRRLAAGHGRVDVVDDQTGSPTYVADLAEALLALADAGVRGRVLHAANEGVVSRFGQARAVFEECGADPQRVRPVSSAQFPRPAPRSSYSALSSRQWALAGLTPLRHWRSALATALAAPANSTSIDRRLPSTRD
Target sequence (P9WH11 whole entry, looked up): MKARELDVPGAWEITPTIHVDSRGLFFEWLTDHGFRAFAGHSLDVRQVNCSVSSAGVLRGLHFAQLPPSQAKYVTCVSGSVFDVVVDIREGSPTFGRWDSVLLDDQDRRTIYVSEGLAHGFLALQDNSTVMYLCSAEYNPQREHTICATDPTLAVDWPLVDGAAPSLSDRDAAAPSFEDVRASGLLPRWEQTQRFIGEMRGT
Active calls of the source: *; x = no result given; & = joins results of further samples. These rows are one share of the data, so the mix of outcomes need not match the whole.

SMILES | M. tuberculosis GlmU | Mtb RmlCD inh
O=C(CCC(=O)N1CCN(C2CCCCC2)CC1)Nc1nnc(C(F)(F)F)s1 | -2.1% | x
CCCCNC(=O)COC(=O)c1cc(F)c(F)cc1Cl | -1.0% | 28
CCOC(=O)C(NC(=O)c1ccccc1)(N1CCCC1=O)C(F)(F)F (stereo unspecified) | 8.3% | x
Cn1c(=O)oc2ccc(C(=O)CSc3nnnn3-c3ccccc3)cc21 | -3.7% | -3
CCCOc1ccc(NC(=O)CC2C(=O)N(CC)C(=S)N2CCCN2CCN(Cc3ccccc3)CC2)cc1 (stereo unspecified) | 2.5% | 4
Cn1cccc1/C=C1\SC(=S)N(CC(=O)O)C1=O | 1.9% | 4
O=C(c1cc(S(=O)(=O)N2CCCCC2)c(Cl)cc1N1CCOCC1)N1CCOCC1 | 3.5% | -12
CCN(c1ccc(NC(=O)c2ccc(Cl)nc2)cc1)C(C)C | -9.6% | 2
O=c1[nH]c(-c2ccccc2F)nc2c1sc(=S)n2Cc1ccccc1 | 6.0% | 5
CCn1ccnc1CN1CCN(CCC(C)C)C(CCO)C1 (stereo unspecified) | -3.5% | x
CCCc1[nH]nc2c1C(c1cccc(OC(=O)c3ccco3)c1)C(C#N)=C(N)O2 (stereo unspecified) | 3.3% | 21
O=S(=O)(NC(=S)NC1CCCCC1)c1ccccc1 | 0.5% | -12
CC1=N/C(=C\c2ccc([N+](=O)[O-])cc2)C(=O)N1c1cc(Cl)ccc1C | -3.7% | x
COc1ccccc1OCCC(=O)OCC(=O)Nc1ccc(Br)cc1 | -1.9% | -13
O=C(NCc1cccc(C(F)(F)F)c1)c1cc(Cl)ccc1Cl | 2.5% | -9
COc1ccc(N/C=C/C(=C(C#N)C#N)N(C)C)cc1 | -1.1% | 0
Cc1ccc2nc(NC(=O)CCNS(=O)(=O)c3cccs3)sc2c1 | 6.5% | 8
CCOC(=O)Cn1cc(C(=O)c2ccco2)c2ccccc21 | -4.0% | -7
Cc1cc(C(=O)COC(=O)c2cccnc2Cl)c(C)n1CC1CCCO1 (stereo unspecified) | -4.3% | -12
CCCSc1nnc(CSc2nc3ccccc3s2)n1-c1ccccc1 | 3.0% | x
Cc1nn(C(C)(C)C)c(OC(=O)c2ccc3c(c2)OCO3)c1Sc1ccccc1 | 5.7% | x
Cc1cc(-c2nnc(CCC(=O)NCc3ccc(F)c(F)c3)o2)no1 | 1.0% | -10
O=C(CN1C(=O)S/C(=C/c2ccc(N3CCOCC3)cc2)C1=O)N1CCOCC1 | 1.1% | -2
COc1cccc(C(=O)N2CCN(C3CCC(c4ccccc4)CC3)CC2)c1 (stereo unspecified) | 0.6% | -13
CN1CCN(c2oc(-c3cccs3)nc2S(=O)(=O)c2ccccc2)CC1 | 1.8% | x
Going on with the list:
SMILES | M. tuberculosis GlmU | Mtb RmlCD inh
Cc1nn(-c2ccc(F)cc2)c(C)c1CN1CCN(Cc2ccccc2)C(CCO)C1 (stereo unspecified) | -2.4% | x
COc1ccc(C2/C=C\CN(Cc3ccncc3)CC(=O)N2Cc2ccc(F)cc2)cc1 (stereo unspecified) | 1.7% | x
CSc1ccccc1NC(=O)c1ccc([N+](=O)[O-])cc1 | 0.2% | -8
CCOC(=O)c1sc(NC(=O)CSc2ncn(-c3ccccc3)n2)nc1C | 4.9% | 6
COc1ccc(NC(=O)c2cn(-c3ccccc3)nc2-c2ccncc2)cc1 | -1.8% | -11
O=C(c1ccc(NS(=O)(=O)c2ccccc2)cc1)N1CCN(Cc2ccc3c(c2)OCO3)CC1 | -1.3% | x
CC1(C)CC(=O)C2=C(C1)N(N1CCOCC1)C(N)=C(C#N)C2c1cccs1 (stereo unspecified) | 3.1% | 3
COC(=O)C/C=N/N=C1/NC(=O)/C(=C/C(=O)O)S1 | 4.3% | 13
O=C(O)CCC/C=C\C[C@@H]1[C@@H](/C=C/[C@@H](O)COc2cccc(Cl)c2)[C@H](O)C[C@@H]1O | 2.6% | x
COc1ccccc1NC(=O)c1ccccc1NS(C)(=O)=O | 6.9% | x
O=C1c2ccccc2C(Nc2ccc(Cl)cn2)N1c1cccnc1 (stereo unspecified) | -2.1% | x
O=C(O)c1ccccc1C(=O)N1CC=C(c2ccccc2)CC1 | 1.8% | x
O=C(CCSc1ccc(Cl)cc1)NC1CCCCC1 | x | 13
COc1ccc(CN(CC(=O)NC2CCCCC2)C(=O)CCCC(=O)Nc2ccccn2)cc1 | 5.5% | 11
Cc1nc(-c2cccc(NS(C)(=O)=O)c2)cs1 | -1.1% | x
COc1cc(NC(=S)NC(=O)C(C)C)ccc1NC(=O)c1cc2ccccc2o1 | 7.4% | -10
Cc1ccc(SC2CC(=O)N(c3ccc4c(c3)OCCO4)C2=O)cc1 (stereo unspecified) | -3.2% | -10
CCCc1cc(=O)oc2cc3occ(C)c3cc12 | 3.6% | x
Cc1cc(C)c(C#N)c(SCC(=O)NN2CC(=O)N(c3ccccc3F)CC2=O)n1 | -3.1% | -8
CCOc1ccc(NC(=O)C2CC(=O)N=C(N)S2)cc1 (stereo unspecified) | 2.3% | x
COc1ccccc1-n1cc(-c2ccc(Cl)cc2)[nH]c1=O | -4.0% | 2
Cc1cccc(-c2nnc(NC(=O)c3ccc(N4C(=O)CCC4=O)cc3)s2)c1 | -0.5% | x
CCC(C)(C)n1nnnc1C(c1ccc(C)cc1)N1CCN(Cc2cccnc2)CC1 (stereo unspecified) | -0.2% | 3
CC(=O)Nc1ccc(S(=O)(=O)Nc2nnc(C(C)C)s2)cc1 | 1.5% | x
COc1cccc(CN(C)CC(=O)Nc2ccccc2C(C)C)c1 | -2.6% | -8
Following part:
SMILES | M. tuberculosis GlmU | Mtb RmlCD inh
CCC(=O)NNc1ccc(Br)cc1 | -5.8% | 15
CCOc1ccc(NC(=O)c2nccnc2CO)cc1 | 3.9% | -3
CCCn1nnc(NC(=S)NC(=O)CC)n1 | 4.8% | -4
O=C(NCC1COc2ccccc2O1)C1CCCN(S(=O)(=O)c2cccc3cccnc23)C1 (stereo unspecified) | 0.8% | 4
COc1ccc(Cl)cc1NC(=O)CN(C)CC(=O)Nc1ccccc1N1CCOCC1 | -4.0% | -8
O=C(Cn1cc(C(F)(F)F)ccc1=O)N/N=C/c1ccc(Cl)cc1Cl | -3.7% | x
C[C@@H](N)Cc1cnc[nH]1 | 3.5% | x
CCCOc1ccc(C(=O)CCNc2ccc(C)c(Cl)c2)cc1 | 4.3% | x
Cc1ccccc1CSc1nc2c(c(=O)[nH]1)CCCC2 | x | 9
CC(C)(C)c1ccc(NC(=O)N2CCN(c3ccc([N+](=O)[O-])cn3)CC2)cc1 | 0.5% | 4
O=C(CCN1CCN(c2ccccc2F)CC1)c1ccc(Br)cc1 | 1.3% | -12
CCn1c(CNc2cccc(C(F)(F)F)c2)n[nH]c1=S | -2.1% | 5
Cc1ccccc1NS(=O)(=O)c1ccc2[nH]c(=O)[nH]c2c1 | 6.3% | -3
COn1c(SCc2ccc(C)cc2C)nc2ccccc2c1=O | -0.3% | x
Cc1ccc(S(=O)(=O)Cc2ccc(C(=O)OCc3ccccc3)cc2)cc1 | -4.8% | x
Cc1ccc(C(=O)NCCc2cccc(Cl)c2)cc1[N+](=O)[O-] | 5.4% | -11
COC(=O)Nc1sc2c(c1C(N)=O)CCCCCC2 | -2.7% | x
COc1ccccc1NC(=O)Cn1nc(C(F)(F)F)c2c1CCCC2 | 0.7% | x
CC1(OC(=O)CCc2ccccc2)C(=O)C=C2C=C3CCCN3C=C2C1=O (stereo unspecified) | -2.5% | x
CCC1(NC(C)=O)CC2CC1CC2NC(C)=O (stereo unspecified) | 2.1% | -2
COc1ccccc1CCNC(=O)CSc1nc(-c2ccco2)cc(C(F)(F)F)n1 | 2.6% | x
Cc1nnc(N(C)C(=O)Cc2ccc3c(c2)OCO3)s1 | 1.2% | -8
Cc1ccc(C2C=C(c3ccccc3)Nc3ncnn32)cc1 (stereo unspecified) | 4.0% | x
Cn1c(=O)c2c(nc(CN3CCN(C(=O)c4ccco4)CC3)n2Cc2ccc(Cl)cc2)n(C)c1=O | 1.4% | -1
O=C(NCc1ccc(Cl)cc1)c1ccc(N2CCCC2=O)cc1 | -2.4% | 4
New compounds follow:
SMILES | M. tuberculosis GlmU | Mtb RmlCD inh
CN(C)c1nc(N)nc(CSc2ncc(Cl)cc2Cl)n1 | 4.4% | -9
NC(=O)C1CCN(c2ncccc2[N+](=O)[O-])CC1 | 0.6% | x
O=C(Cn1c(=S)[nH]c2ccccc2c1=O)N1CCc2ccccc2C1 | -2.8% | 6
CCN(CC)c1ccc(/C=N/NC(=O)c2cccc(S(=O)(=O)Nc3ccccc3OC)c2)c(O)c1 | -3.9% | -5
COC(=O)C1(C)NC(=O)c2ccccc2N1 (stereo unspecified) | 6.2% | 9
CCN1CCN(c2ccc(S(=O)(=O)N3CCCCC3)cc2NC(=O)c2ccc(F)cc2)CC1 | -4.8% | x
O=C1CCCN1c1cc(Cl)cc(Cl)c1 | 0.9% | 3
C/C(CC(=O)Nc1ccc(Cl)cc1Cl)=N\NC(=O)c1cnccn1 | 1.8% | 12
Cc1nn(Cc2ccc(Br)cc2)c(C)c1NC(=O)c1nn(C)cc1Cl | -1.2% | -2
O=C(COC(=O)c1ccc[nH]c1=O)NC1CCCC1 | -0.8% | x
c1ccc(-n2nnc3c(N4CCOCC4)ncnc32)cc1 | 3.3% | x
CCc1ccc(OCC(=O)NC(=S)Nc2ccc(F)cc2)c(Br)c1 | 5.7% | x
CSc1nc(-c2cccs2)c(C#N)c(=O)[nH]1 | 2.3% | -10
CCCCC1CCC(C(=O)OCC(=O)Nc2ccc(S(N)(=O)=O)cc2)CC1 (stereo unspecified) | 2.6% | 8
O=C(Nc1cnn(Cc2ccc(Cl)cc2)c1)C1CCCC1 | 1.2% | -4
Cc1cc(-c2cc(C(=O)Nc3ccccc3)on2)nc(NCC2CC2)n1 | 1.5% | x
CC1=CC(C)=Nc2ccc(C)cc2N1 | -1.8%&4.5% | 13
Cc1cc2ncn(CC(C)C)c2cc1C | -7.2% | 2
N/C(COc1ccc(Cl)cc1Cl)=N\NS(=O)(=O)c1ccccc1 | -1.8% | x
CCN1C(=O)/C(=C/N2CCc3ccccc32)SC1=S | -1.7% | x
O=c1[nH]c(=S)n(-c2cccc(Cl)c2)c(O)c1/C=N/N1CCOCC1 | 4.5% | 9
Cc1cc(Cl)cc(C)c1OCCCCn1ccnc1 | -7.1% | 9
CC1(C)CC(=O)c2cnc(NC(=O)CSc3nc4ccccc4o3)nc2C1 | -5.4% | 31
CCCCn1c(SCN2C(=O)c3ccccc3C2=O)nc2cc(S(N)(=O)=O)ccc21 | 1.9% | x
O=C(c1cc(-c2cccc(O)c2)on1)N1CCN(C(c2ccccc2)c2ccccc2)CC1 | 6.6% | 8
Additional structures follow:
SMILES | M. tuberculosis GlmU | Mtb RmlCD inh
Cc1cccc(OCc2nnc(SCc3nc4ccccc4c(=O)[nH]3)o2)c1 | -0.2% | -5
O=C(CSc1ncccn1)N1CCc2ccccc2C1 | -2.7% | -9
COc1cc(NC(=O)Nc2cccc([N+](=O)[O-])c2)cc(OC)c1 | -4.7% | -11
Cn1ncc([N+](=O)[O-])c1C(=O)N/N=C/c1ccc(F)cc1 | -1.1% | -9
COc1ccc(NC(=O)Cn2nnc3sc4c(c3c2=O)CC(C)(C)OC4)cc1 | 3.9% | -3
COc1ccc(/C=C/c2nnc(NC(=O)c3ccco3)s2)cc1 | 2.3% | 22
O=c1c(-c2nnc(SCc3ccc(Cl)cc3Cl)o2)cccn1Cc1ccccc1 | 0.9% | 6
O=C(Cn1nnc(-c2ccc(S(=O)(=O)N3CCCC3)cc2)n1)NCC1CCCO1 (stereo unspecified) | -5.0% | 3
O=C(c1cccnc1Cl)N(Cc1ccccc1)Cc1ccccc1 | 5.6% | 3
CC/C(=N\Nc1ccccc1[N+](=O)[O-])c1ccc(O)cc1 | -7.0% | 9
CC1CCCN(C(=O)N2c3ccccc3Sc3ccccc32)C1 (stereo unspecified) | 4.4% | x
CCC(C)C(=O)Nn1c(C2CC2)nc2cc(OC)c(OC)cc2c1=O (stereo unspecified) | -0.4% | 4
CCC(=O)Nc1ccc(C(=O)Nc2ccc3c(c2)C(=O)N(CC2CCCO2)C3=O)cc1 (stereo unspecified) | 0.1% | -3
COc1ccccc1S(=O)Cc1ccc(C(=O)NC2CCCC2)o1 (stereo unspecified) | 2.5% | -9
O=C(CCC(=O)N(CC(=O)NC1CCCCC1)c1ccc2c(c1)OCCO2)Nc1ccccn1 | 8.3% | 3
COc1ccc(CNC(=O)C2CCN(c3nc(OC)nc(OC)n3)CC2)cc1 | -1.1% | 1
CC(C)(C)C(=O)Nc1nc2ccc(S(C)(=O)=O)cc2s1 | 1.2% | -10
